Autophagy mod – alters autophagy in cells; calls only at 10 µM (by protocol); 0.98% of 190,000 active; MEF GFP-LC3 puncta imaging; test concentration mostly 10 µM;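 active = percentage of spot-positive cells more than 3 SD above its plate mean, without a fluorescence outlier flag or 80% toxicity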;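 also: spot-positive cell cutoff set from DMSO-treated cells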
WT yeast gro inh – growth inhibition of WT yeast, mitochondrial fusion screen; mitochondrial fusion phenotypic screen, WT strain; inhibition, % at 10 µM; 2.1% of 190,000 active; AID 1362; in the data active = inhibition above about 58%; tested in S. cerevisiae
Yfh1-off respiration – mitochondrial function rescue without frataxin homolog – Friedreich's ataxia, plus single-dose screen, dose response (AID 1465) | S. cerevisiae Yfh1-off respiration, WST-1 reduction, 72 h; higher fold induction means a stronger effect | one-dose fold induction at 50 µM; EC50 in µM for titrated hits | 0.074% of 220,000 active;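 active = fold induction of absorbance versus untreated yeast above a set limit, then at least 30% activation at any dose in follow-up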;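 also: activators that raise dye reduction in frataxin-depleted yeast; strong numbers were not always called active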
Insulin prom up – MIN6 insulin promoter up-regulation; MIN6 insulin promoter-GFP reporter, high-content imaging; hits give high values; z-score at 5 µM; 0.3% of 190,000 active;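 active = z-score above 3 at 5 µM with at least 500 cells counted in the well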
HIV fusion peptide – cell-free HIV fusion peptide-binding blockers – biochemical, uHTS, fluorescence dequenching, primary screen (AID 1986); cell-free peptide binding, fluorescence dequenching, 30 min; higher % means a stronger effect; inhibition, % at 20 µM; hits with a dose series show IC50 in µM; 0.3% of 290,000 active; in the data active = inhibition mostly above about 52%, no sharp cut-off; inactive = mostly below about 76%; also: some results filed as inactive read as strong as hits
MT stabilize HCS – stabilizes microtubules in HeLa cells. HeLa tubulin immunostaining HCS, 24 h; share of cells brighter than vehicle mean+2SD. % tubulin-high responders, % at 10 µM. 0.83% of 200,000 active;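 active = plate Z-score above 3 for both tubulin-high and condensed-nucleus cell shares, with cell loss under 80%, at 10 µM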;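 also: anti alpha tubulin signal scored within the nucleus-defined area of each cell; some results filed as inactive read as strong as hits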
b-catenin transl – modulators of beta-catenin nuclear translocation; HeLa beta-catenin nuclear translocation, immunofluorescence imaging; AID 1665; nuclear translocation activity, % at 5 µM; 0.3% of 190,000 active;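 active = nuclear translocation activity above 50% at 5 µM, with a well cell count of 50 or more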;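 also: per-cell ratio of nuclear to cytoplasmic median beta-catenin stain intensity; plate controls were DMSO negative control for no effect and GSK-3 inhibitor IX positive control for full effect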
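Test system: human HeLa cells, endogenous beta-catenin. Times: 24 h compound exposure, 37°C. Measured by: beta-catenin immunofluorescence imaging with DAPI.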
Dynein cargo inh – dynein cargo transport inhibition | 3617.4 mouse cells, GR-EGFP nuclear translocation imaging; test concentration mostly 20 µM; stimulated with dexamethasone, 1 µM; hits give low values | z-score, hits read low | 0.47% of 220,000 active | AID 1381;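 active = plate z-score of nuclear minus cytoplasmic receptor signal below a set negative limit, without overly bright fluorescence or cell loss, cut at about -3.5 in these data, passing the limit was not always enough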;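 also: z-score of nuclear minus cytoplasmic ring GR-EGFP intensity difference per well; some compounds called inactive have numbers as strong as hits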
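medium = tetracycline-free induction medium containing charcoal-stripped FBS | also added = 1.0 µM final dexamethasone stimulus | schedule = 48 h induction, 1 h compound, 30 min dex at 37 °C | technique = fixed, Hoechst-stained cells imaged at 10x for EGFP | measure = GR-EGFP nuclear translocation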
AID2073 – disruptors of CaV2.2 binding to Mint1 – biochemical, HTRF (AID 2073); HTRF protein-protein interaction, Mint1-CaV2.2; higher % means a stronger effect; inhibition, % at 20 µM; hits with a dose series show IC50 in µM; 0.19% of 290,000 active; in the data active = inhibition mostly above about 51%, no sharp cut-off; also: some results filed as inactive read as strong as hits
WT yeast gro inh mutant strain – second read-out of WT yeast gro inh, no call of its own (marks repeat the call); inhibition, %; mitochondrial fusion phenotypic screen, mutant strain inhibition
Dynein cargo inh cytoplasmic EGFP – further read-out of Dynein cargo inh, marked with its call; z-score; measured here: cytoplasmic GR-EGFP intensity; hits give high values
Dynein cargo inh nuclear GR-EGFP – also measured in Dynein cargo inh; calls as there; z-score; measured here: nuclear GR-EGFP intensity;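 lower value marks the stronger effect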
Dynein cargo inh cell count – second read-out of Dynein cargo inh, no call of its own (marks repeat the call); z-score; measured here: cell count per field
Insulin prom up cell count – further read-out of Insulin prom up, marked with its call; cell count; measured here: cytotoxicity, nuclei count;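 total cells summed across four imaged fields per well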
b-catenin transl cell count 5 µM – second read-out of b-catenin transl, no call of its own (marks repeat the call); cell count; measured here: cell count, cytotoxicity flag
MT stabilize HCS Hoechst-high % – second read-out of MT stabilize HCS, no call of its own (marks repeat the call); % Hoechst-high responders; measured here: nuclear condensation Hoechst responders;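 share of cells brighter than vehicle mean plus two SD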
MT stabilize HCS cytotoxicity % – second read-out of MT stabilize HCS, no call of its own (marks repeat the call); toxicity, %; measured here: cytotoxicity by cell density;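 0% = mean cell density of plate MIN control wells and 100% = no cells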
Autophagy mod cell loss 18 h – also measured in Autophagy mod; calls as there; toxicity, %; measured here: cell loss, nuclei count;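 cell loss after 18 h compound exposure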
Starred values were filed as active, the others as inactive; i = inactive; . = not tested or not shown; + = active, no number.

SMILES | Autophagy mod | Autophagy mod cell loss 18 h | WT yeast gro inh | WT yeast gro inh mutant strain | Yfh1-off respiration | Insulin prom up | Insulin prom up cell count | HIV fusion peptide | MT stabilize HCS | MT stabilize HCS Hoechst-high % | MT stabilize HCS cytotoxicity % | b-catenin transl | b-catenin transl cell count 5 µM | Dynein cargo inh | Dynein cargo inh cytoplasmic EGFP | Dynein cargo inh nuclear GR-EGFP | Dynein cargo inh cell count | AID2073
COc1ccc(C2CC(c3ccc(Cl)cc3Cl)Nc3nc(N)nn32)cc1OC (stereo not drawn) | + | 1.8* | 8 | 2 | i | . | . | -1.2% | 2.2 | 3.0 | 9.4 | -0.6 | 1139 | 0.2 | -0.21 | 0.29 | 0.55 | 24%
CCn1c(CNc2ccc(Cl)cc2)nnc1SCc1ccc(C)cc1 | i | 5 | 11 | 35 | i | -0.23 | 1058 | -1.7% | 2.1 | 1.7 | 11 | -2.4 | 1257 | 0.62 | -0.2 | 0.32 | 0.3 | 7%
O=C1C2CC=CCC2C(=O)N1Cc1nnc(-c2ccccc2Br)o1 (stereo not drawn) | . | . | . | . | i | 0.52 | 1020 | -0.9% | . | . | . | 1.5 | 1312 | -2.6 | -0.024 | -1.3 | 0.37 | 16%
CCCS(=O)(=O)c1nnnn1-c1cccc(OC)c1 | i | 47 | 76* | 72* | i | 1.3 | 1549 | -0.6% | 2.1 | 3.2 | 4.2 | 9.2 | 634 | -5.5* | 2.1* | -1.9* | -0.036* | -5%
COc1ccccc1C(=O)NCC(=O)OC(C)C(=O)NC(=O)NC1CCCCC1 (stereo not drawn) | i | -7 | 6 | 20 | i | 2.2 | 903 | -0.3% | 3.6 | 1.6 | 8.7 | -0.4 | 1010 | -0.47 | -0.23 | -0.15 | 0.32 | 2%
CC(C)CCOc1ccccc1C(N)=O | i | -5 | -23 | -10 | i | -0.26 | 1626 | 0.5% | 1.3 | 2.7 | 4.8 | 0.1 | 1002 | -0.48 | -0.21 | -0.63 | 0.27 | -9%
Cc1ccc(NC(=O)NC(=O)CSc2nnc(-c3ccc(OC(F)F)cc3)n2N)c(C)c1 | i | 1 | -5 | -4 | i | 2.1 | 1365 | -4.0% | 5.1 | 4.2 | 11 | 0.5 | 1039 | -0.19 | -0.27 | -0.084 | 0.098 | -8%
Cc1ccc(SCc2cc(=O)[nH]c(N3CCN(C)CC3)n2)cc1 | i | -12 | -7 | -7 | i | 0.16 | 695 | 2.1% | 1.7 | 1.4 | 5.1 | . | . | 1.2 | 0.012 | 0.55 | -0.31 | 0%
Cc1c([N+](=O)[O-])ccc(S(=O)(=O)N2CCC(C(N)=O)CC2)c1C | i | -18 | 2 | 9 | i | -0.1 | 1283 | 0.2% | 2.0 | 2.8 | 3.1 | -3.1 | 572 | 1.5 | -0.17 | 1.1 | -1.6 | 1%
COCCNC(=O)C(NC(=O)C1CCC(C)CC1)C(C)C (stereo not drawn) | i | 13 | 16 | 0 | i | -0.41 | 1266 | -1.1% | 1.4 | 3.8 | 12 | -0.5 | 1126 | -0.53 | -0.027 | 0.046 | 0.88 | 7%
COC(=O)c1sccc1NC(=O)/C=C/c1ccc(Cl)cc1 | i | -9 | 7 | 6 | i | 0.64 | 1512 | -1.8% | 2.8 | 2.3 | 10.0 | -2.8 | 1297 | -0.23 | -0.24 | -0.19 | 0.26 | 9%
COC(=O)/C=C/C(=O)N1CCN(c2cccc(Cl)c2)CC1 | i | 12 | -8 | -14 | i | 2.6 | 1144 | -2.6% | 2.3 | 3.3 | 5.0 | . | . | -1.1 | 0.071 | -0.85 | 0.91 | 2%
CCCNC(=O)OC[C@H]1O[C@H](CCO/N=C/[C@@H](NS(=O)(=O)c2ccc(C)cc2)[C@H](C)/C=C/CC(=O)OC)C=C[C@@H]1Oc1ccc(OC)cc1 | i | 22 | -1 | -18 | . | -1.4 | 1198 | -1.1% | 3.5 | 2.6 | 1.9 | . | . | 0.76 | -0.21 | 0.67 | 0.19 | 12%
O=C(/C=C/NCc1ccc(F)cc1)c1ccccc1 | i | 3 | -17 | -29 | i | -0.19 | 1192 | -1.6% | 2.8 | 3.7 | 5.9 | -5.9 | 1034 | -0.53 | -0.17 | -0.53 | 0.45 | 2%
Clc1ccc(N/N=C/c2ccncc2)cc1Cl | i | 1 | 64 | 65 | i | -0.22 | 1413 | -4.8% | 9.5 | 2.2 | 3.0 | 4.4 | 793 | 1.6 | -0.064 | 1.7 | -2.2 | -2%
O=C(Cn1cc2c(n1)CCCC2)Nc1cc(-c2cccc(Cl)c2)no1 | i | 16 | 13 | 13 | i | 0.27 | 2084 | -0.1% | 1.4 | 3.3 | 5.3 | -2.6 | 1132 | -0.5 | -0.15 | -0.15 | 0.22 | -2%
CC(=O)N1c2ccccc2Nc2ccccc21 | i | 15 | -5 | 8 | i | -0.01 | 1267 | -0.9% | 2.6 | 2.9 | 11 | . | . | -1.1 | 0.093 | 0.064 | 0.78 | -1%
COc1cc([N+](=O)[O-])ccc1-c1ccc(C(=O)Nc2ccc(NC(C)=O)cc2)o1 | i | 32 | 18 | 14 | i | 0.39 | 1345 | 14% | 7.4 | 2.7 | 3.2 | 7.0 | 1019 | -0.44 | -0.22 | -0.26 | 0.2 | 41%
CS(=O)(=O)N1CCN(c2ccc([N+](=O)[O-])c(NCc3ccccc3)c2)CC1 | i | -17 | -18 | -19 | . | -0.09 | 1507 | -2.2% | 3.1 | 1.6 | 7.8 | -0.5 | 1366 | 0.72 | 0.093 | 1.2 | -0.086 | 20%
Cc1nonc1NC(=O)N1CCCC1 | i | 28 | 8 | 12 | i | . | . | -0.8% | 7.2 | 3.1 | 22 | . | . | 1.1 | 0.097 | 0.88 | 0.49 | 10%
O=C1c2cc(F)ccc2OC2(CCNCC2)C12CC(c1ccccc1)=NO2 (stereo not drawn) | . | . | . | . | i | 0.59 | 597 | -1.9% | . | . | . | -1.2 | 1058 | -0.42 | -0.74 | 0.063 | 0.075 | 9%
CCOC(=O)c1cc2c(=O)n3ccccc3nc2n(Cc2ccco2)c1=NC(=O)c1ccc(OC)cc1OC | i | 6 | 21 | 11 | i | -0.39 | 1046 | 12% | 5.8 | 1.1 | 0.8 | -0.9 | 1034 | 1.4 | 0.77 | 0.69 | -1.2 | 66%*
COC(=O)c1cc(NC(=O)c2ccc(OC)cc2)c(=O)oc1C | i | -11 | -7 | -2 | i | 0.99 | 1300 | 0.0% | 1.9 | 2.6 | 4.5 | 20 | 1081 | -1.3 | -0.23 | -0.69 | -0.19 | -2%
O=C(CN1CCCCCC1)NCCN1C(=O)S/C(=C\c2ccccc2Cl)C1=O | i | 25 | 3 | -4 | i | -0.05 | 1417 | -0.2% | 5.9 | 2.6 | 7.6 | -1.9 | 1061 | -1 | -0.25 | -0.62 | 1.4 | -2%
Cc1cc(C)nc(NS(=O)(=O)c2ccc(CC(C)C)cc2)c1 | . | . | . | . | i | 1.2 | 1007 | -0.5% | . | . | . | -0.5 | 1321 | 2.3 | -0.17 | 1.6 | -1.4 | 10%
c1cncc(CNc2nc(N3CCOCC3)nc(N3CCOCC3)n2)c1 | i | 0 | 5 | 1 | i | -0.87 | 987 | -1.8% | 1.9 | 1.0 | 2.6 | . | . | 0.65 | -0.066 | 0.89 | 0.31 | 1%
COc1ccc(-c2cc(C(F)(F)F)nc(SCC(=O)Nc3ccc4c(c3)OCO4)n2)cc1 | i | -3 | 1 | -5 | i | -0.01 | 1455 | 0.9% | 1.0 | 1.9 | 11 | -0.9 | 1133 | 0.15 | -0.047 | 0.21 | 0.2 | 2%
COc1ccc(C(c2oc(CO)cc(=O)c2O)c2oc(CO)cc(=O)c2O)cc1 | i | -12 | 2 | 11 | i | 0.36 | 1292 | -3.0% | 3.2 | 2.2 | 8.5 | -0.6 | 1057 | -0.037 | -0.19 | -0.36 | 0.91 | -10%
O=C1c2ccccc2C(=O)N1c1nc2nccc(-c3ccccc3)n2n1 | i | -1 | -12 | -10 | i | -0.06 | 1267 | 4.7% | 1.3 | 0.2 | 11 | 1.1 | 1197 | 1.7 | -0.14 | 1.2 | 1 | 10%
O=C(NC(=S)N1CCN(Cc2ccccc2)CC1)c1ccco1 | i | 2 | -10 | 20 | i | -0.19 | 1135 | -0.4% | 3.8 | 1.9 | 9.1 | 5.3 | 939 | 0.4 | -0.33 | 0.5 | 0.55 | -21%
CCN(CC)C(=O)CSc1nc2ncc(Br)cc2[nH]1 | i | 15 | 10 | 17 | i | -0.07 | 1177 | 2.0% | 5.8 | 2.0 | 18 | 0.4 | 1136 | 1.3 | -0.28 | 0.84 | -0.25 | -1%
CCCCc1nnc(NC(=O)CSc2nc(C)cc(=O)[nH]2)s1 | i | 15 | -13 | -8 | i | . | . | -0.5% | 3.2 | 3.3 | 4.7 | . | . | 0.24 | -0.22 | -0.052 | 0.66 | -2%

Pulled one by one from the list above:
SMILES | Autophagy mod | Autophagy mod cell loss 18 h | WT yeast gro inh | WT yeast gro inh mutant strain | Yfh1-off respiration | Insulin prom up | Insulin prom up cell count | HIV fusion peptide | MT stabilize HCS | MT stabilize HCS Hoechst-high % | MT stabilize HCS cytotoxicity % | b-catenin transl | b-catenin transl cell count 5 µM | Dynein cargo inh | Dynein cargo inh cytoplasmic EGFP | Dynein cargo inh nuclear GR-EGFP | Dynein cargo inh cell count | AID2073
COCCNC(=O)C(NC(=O)C1CCC(C)CC1)C(C)C (stereo not drawn) | i | 13 | 16 | 0 | i | -0.41 | 1266 | -1.1% | 1.4 | 3.8 | 12 | -0.5 | 1126 | -0.53 | -0.027 | 0.046 | 0.88 | 7%
Cc1cc(C)nc(NS(=O)(=O)c2ccc(CC(C)C)cc2)c1 | . | . | . | . | i | 1.2 | 1007 | -0.5% | . | . | . | -0.5 | 1321 | 2.3 | -0.17 | 1.6 | -1.4 | 10%

Source: PubChem BioAssay
